Screens as filed in PubChem BioAssay.
M4 antag: CHRM4 antagonism in calcium assay; actives 0.73% (n = 360,000); P08173; inhibition, % at 3 µM; CHO-hM4 cells, ACh EC80, Fluo-8 calcium fluorescence;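 active means inhibition above its plate's cutoff, the mean inhibition of sample wells plus 3 SD, cut at about 27% in these data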;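 further: 0% = acetylcholine EC80 with DMSO and 100% = DMSO without agonist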
Target sequence (P08173 whole entry, looked up): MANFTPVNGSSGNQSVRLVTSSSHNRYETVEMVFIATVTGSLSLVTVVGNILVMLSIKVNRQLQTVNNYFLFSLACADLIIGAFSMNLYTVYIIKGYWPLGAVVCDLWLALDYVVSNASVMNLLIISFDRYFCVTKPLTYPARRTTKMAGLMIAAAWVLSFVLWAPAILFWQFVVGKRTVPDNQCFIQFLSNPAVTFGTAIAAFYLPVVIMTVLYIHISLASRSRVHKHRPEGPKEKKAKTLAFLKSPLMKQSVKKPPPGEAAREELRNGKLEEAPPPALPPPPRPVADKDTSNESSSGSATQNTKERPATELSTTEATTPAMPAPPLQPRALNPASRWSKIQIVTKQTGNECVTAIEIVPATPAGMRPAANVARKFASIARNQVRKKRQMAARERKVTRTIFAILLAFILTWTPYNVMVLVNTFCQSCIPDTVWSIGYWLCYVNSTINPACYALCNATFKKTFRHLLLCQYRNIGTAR
M5 PAM: CHRM5 positive allosteric modulation; CHO-K1 hM5, Fluo-8 calcium, ACh EC20 PAM; 0% = ACh EC20, 100% = ACh EC100; activation, % at 3 µM; actives 0.3% (n = 360,000); AID 624038;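 active means activation above the run cutoff, the mean activation of all test compounds plus 3 SD, cut at about 18% in these data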
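Assay system: CHO-K1 hM5 cells / Incubation: Fluo-8 loading 80 min at 37 °C plus 30 min room temperature / Technique: Fluo-8 calcium dye fluorescence, kinetic read / Repeats: single replicate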
CRFBP-R2 block: blocks CRF-induced signaling of the CRF-BP/CRF-R2 complex; inhibition, % at 11.8 µM; AID 588475; actives 0.59% (n = 350,000); HEK293 CRF-R2/CRF-BP, CRF-induced calcium fluorescence;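 active means inhibition of the ligand-induced calcium signal above about 50% at the single tested concentration, limit read from the data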
IDE cell inh: inhibitors of human insulin-degrading enzyme in cells. P14735. HEK cells, FAbetaB cleavage, fluorescence polarization. inhibition, % at 5.59 µM. actives 0.41% (n = 320,000);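 active means percent inhibition above the average of all tested compounds plus 3 SD, set per screening campaign, cut at about 16% in these data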;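 further: IDE supplied by intact live HEK cells; FP after avidin binding of uncleaved biotin substrate so inhibition keeps polarization high; 0% = DMSO wells and 100% = 60 µM reference IDE inhibitor Ii1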
CRFR2-BP ag: agonists of human CRF-binding protein/CRF-R2 receptor complex | HEK293 CRF-R2/CRF-BP, calcium dye fluorescence (FLIPR); percent of saturating CRF peptide response | activation, % at 13.2 µM | actives 0.46% (n = 350,000);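 active means activation of at least 50%, plus an integration ratio under a set limit after plate pattern correction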;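 further: plate controls were neutral control wells without compound for no effect and CRF at EC100 for full effect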
CHRM5 antagonist: CHRM5 antagonism in calcium assay. P08912. CHO-hM5 cells, Fluo-8 calcium fluorescence, ACh EC80. inhibition, % at 3 µM. actives 0.59% (n = 360,000);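 active means inhibition above a per-plate cutoff, the mean of that plate's test compounds plus 3 SD, cut at about 27% in these data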;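 further: 0% = acetylcholine EC80 with DMSO and 100% = DMSO without agonist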
CHRM5 agonist: CHRM5 agonism in calcium assay; CHO-K1 hM5 cells, Fluo-8 calcium fluorescence; 0% DMSO wells, 100% maximal acetylcholine response; AID 624037; P08912; activation, % at 3 µM; actives 0.19% (n = 360,000);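 active means activation above the run's mean over test compounds plus 3 SD, cut at about 23% in these data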;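 further: signal is peak over basal fluorescence ratio across the kinetic read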
CHRM4 agonist: CHRM4 agonism in calcium assay. P08173. CHO-K1 hM4/Gqi5, Fluo-8 calcium fluorescence; vehicle 0%, full acetylcholine response 100%. activation, % at 3 µM. actives 0.14% (n = 360,000);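 active means activation above the run mean over all test wells plus 3 SD, cut at about 32% in these data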;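 further: peak over basal fluorescence ratio per well then scaled between controls; 0% = DMSO wells and 100% = acetylcholine at EC100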
CHRM4 PAM: positive allosteric modulators of human muscarinic M4 receptor | P08173 | CHO-K1 hM4/Gqi5, Fluo-8 calcium fluorescence, ACh EC20; 0% = ACh EC20, 100% = maximal ACh | actives 0.4% (n = 360,000) | activation, % at 3 µM;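 active means activation above its plate's cutoff, the mean activation of sample wells plus 3 SD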; further: some results filed as inactive read as strong as hits
* marks the source's active call; other numbers are inactive results; / = not tested or not shown.

SMILES	M4 antag	M5 PAM	CRFBP-R2 block	IDE cell inh	CRFR2-BP ag	CHRM5 antagonist	CHRM5 agonist	CHRM4 agonist	CHRM4 PAM
CCOC(=O)C(CC)(CC)/C(C)=N/NC(=O)CC#N	-7	1	-3	4	-0.5	-8	-2	0	7
COc1cc2c(cc1N/C=C(\C#N)c1nc(-c3ccc(F)cc3)cs1)oc1ccccc12	0	-1	-20	-4	11	1	1	1	-1
COc1cccc(-n2ccnc2SCC(=O)Nc2nccs2)c1	13	-1	12	-3	2.3	1	-3	1	3
Cc1cc(C)cc(NC(=O)CC2Oc3ccc(C)cc3NC2=O)c1 (configuration not stated)	2	0	-6	4	-0.3	-1	-2	0	-4
O=C(Cc1ccc2c(c1)OCCO2)Nc1cccc(S(=O)(=O)N2CCOCC2)c1	4	-9	0	1	1.0	4	2	3	-2
O=C(c1noc2c1CCCC2)N1CCN(c2ccc(F)cc2)CC1	29*	3	-17	2	-1.3	-1	2	3	3
COc1ccc(S(=O)(=O)N2CCN(CC(=O)NCCc3cccs3)CC2)cc1	-5	7	4	0	-2.1	5	-3	1	4
CN1CCN(C(=O)c2cc(Cl)ccc2Cl)CC1	5	0	6	1	-1.0	-3	0	0	-2
O=C(COc1ccc2ccccc2c1)Nc1ccccc1C(=O)O	2	12	0	6	0.3	-11	3	0	2
CN(C(=O)CCc1ccccc1)c1nnc(-c2ccncc2)s1	-4	4	-6	7	0.4	7	1	2	5
COC(=O)N/N=C/c1ccccc1Cl	-3	3	0	0	-4.0	7	5	2	6
O=C(CCNC(=O)c1ccccc1Cl)Nc1cccc(S(=O)(=O)N2CCCC2)c1	-3	-2	2	-3	1.3	10	1	2	2
COc1ccc(NC(=O)CSc2nc(=O)n(CCN3CCOCC3)c3c2CCCC3)c(OC)c1	-6	4	7	1	1.1	6	-2	0	4
Cc1ccc(NC(=O)CCN2CCC(C)CC2)cc1	-6	-4	10	-1	-1.5	-16	4	0	2
COC(=O)[C@]12CCCCC=C1N(Cc1ccccc1)C(=O)[C@H](CC(=O)N1CCOCC1)C2	12	-7	/	/	/	6	4	3	-3
COc1cccc(NC(=O)CN(c2cccc(C(F)(F)F)c2)S(C)(=O)=O)c1	9	3	24	1	-0.4	6	-3	3	-2
COc1ccc(N2CCN(C(=O)NCc3ccc(C)cc3)CC2)cc1	-14	0	6	11	-0.8	-2	-2	2	-4
Cc1cc(C)n(-c2nc(SCCN(C)C)c3c4c(sc3n2)COC(C)(C)C4)n1	-5	0	-26	0	-2.1	3	-4	2	-1
Cc1cc(=O)[nH]c(SCC(=O)Nc2cc(S(=O)(=O)N3CCCC3)ccc2Cl)n1	8	1	6	-3	-1.3	2	2	0	-10
CCOc1ccccc1N1Cc2ccccc2C1	-4	-4	2	1	0.8	0	-1	0	-1
CN(C)/C=N/c1cc(=O)[nH]c(=O)n1C	-7	6	-6	4	1.4	7	2	1	12
O=C(OCc1ccc(Br)cc1)c1cc([N+](=O)[O-])ccc1N1CCOCC1	-4	-4	-32	/	0.9	2	-1	3	-5
C/C(CC(=O)Nc1ccc2c(c1)OCCO2)=N\NC(=O)c1ccccc1Cl	3	4	-18	3	3.1	4	-2	3	0
CC(C)CNc1ncnc2c1cnn2Cc1ccccc1Cl	-6	-3	-19	17*	-2.4	8	-2	4	-6
CCCCCc1c(O)c2ccccc2[nH]c1=O	-1	-3	-3	4	1.0	1	1	0	-2
CN(C)c1ccc(NC(=O)C(=O)C2C(=O)Nc3ccccc32)cc1 (configuration not stated)	4	1	1	5	-0.2	-4	0	0	-9
COc1ccc(C)cc1S(=O)(=O)N1CCCC(N2CCN(c3ccccc3)CC2)C1 (configuration not stated)	2	-5	-2	/	-1.5	7	1	3	4
CCCn1c(-c2ccc[nH]c2=O)nc2ccccc21	5	-6	11	10	3.0	-2	-3	1	2
Cc1ccc(C)c(NC(NC(=O)c2ccccn2)C(Cl)(Cl)Cl)c1 (configuration not stated)	-2	3	1	4	-2.2	9	1	3	10
CCOC(=O)C1CCCN(CCC(=O)Nc2ccc3c(c2)CCC3)C1 (configuration not stated)	11	-6	16	1	-0.7	2	1	2	2
Cc1onc(-c2ccccc2)c1C(=O)OCC(=O)N1CCC(C)CC1	14	2	9	10	0.1	-2	0	-1	-2
CCCOc1ccc(NC(=O)OC2CCN(C)CC2)cc1	11	-15	16	-2	-0.3	6	-7	1	2
CN(Cc1cn(-c2ccccc2)nc1-c1ccc(Cl)cc1)C(=O)CCC(=O)O	4	0	-20	6	-0.3	6	-1	3	4
C#Cc1ccc(CN2CCN(CCc3ccccc3)C(CCO)C2)cc1 (configuration not stated)	-1	0	-7	3	-3.3	1	-5	3	-2
CSc1nnc(-c2ccco2)c(-c2ccco2)n1	7	2	3	3	-1.8	-2	-5	0	3
CCN(CC)c1nc(Oc2ccc(C(=O)NN)cc2)nc(Oc2ccc(C(=O)NN)cc2)n1	-10	-3	-2	/	0.1	4	-2	2	11
COc1ccc(C(CC(=O)Nc2nccs2)C(C)C)cc1 (configuration not stated)	2	-5	-1	3	-1.7	4	0	8	-6
O=C(CSc1ncn[nH]1)Nc1ccc(Br)cc1Br	-9	1	8	-3	-0.2	-4	1	3	19
Cc1ccc(C)c(S(=O)(=O)N2CCC(c3nc4c(nnn4Cc4ccc(F)cc4)c(=O)[nH]3)CC2)c1	49*	1	14	-1	1.6	4	-3	0	-22
C#CCOCCOCCOCCNc1nc(N2CCN(C(=O)[C@H](CCCCN)n3cc(CN)nn3)CC2)nc(N2CCN(C(=O)[C@H](CO)n3cc([C@@H](N)C(C)C)nn3)CC2)n1	-3	9	1	-4	-1.5	-3	1	1	14
COc1ccccc1/C=N/NC(=O)c1cc2c(ccc3ccccc32)o1	4	1	7	0	2.6	10	-4	1	2
CCCCCC(=O)N1C[C@H](O)[C@@H](n2cc(COC(=O)c3ccccc3)nn2)C[C@@H]1c1ccccc1	-8	1	24	/	0.4	-6	-1	3	1
O=C(N/C(=C\c1ccc([N+](=O)[O-])cc1)C(=O)N1CCCCC1)c1ccccc1	-4	-13	-16	-2	1.9	19	-2	3	6
CCCN1CCN(CCCNC(=O)c2cc3c(=O)[nH]c4ccccc4c3s2)CC1	8	10	9	-4	0.3	-1	1	0	-7
CC(C)Cn1c(N)c(C(=O)COC(=O)c2ccncc2)c(=O)n(C)c1=O	0	-11	-2	-6	-1.1	-7	-2	3	-7
CCn1c(=O)n(CC(=O)Nc2cc(OC)c(OC)c(OC)c2)c(=O)c2ccccc21	-2	5	-1	3	3.7	-5	10	-1	22
O=[N+]([O-])c1ccccc1Sc1nccn1Cc1ccccc1	-12	-5	-33	-2	0.8	-7	-3	0	-6
CCOC(=O)c1c(C)n(C)c2cc(Br)c(C(=O)OC)cc12	-3	-2	5	-3	-0.8	-4	-7	0	23
CCOc1cc(CN2CCCC(N3CCc4ccccc4C3)C2)ccc1O (configuration not stated)	-5	2	-10	/	0.0	1	-8	0	-1
O=C(COC(=O)Cc1ccccc1F)NNC(=O)c1ccc(Cl)cc1	3	-2	17	3	-0.8	9	1	0	-3
Next records follow:
SMILES	M4 antag	M5 PAM	CRFBP-R2 block	IDE cell inh	CRFR2-BP ag	CHRM5 antagonist	CHRM5 agonist	CHRM4 agonist	CHRM4 PAM
Cc1nn(Cc2c(Cl)cccc2Cl)c(C)c1NC(=O)c1cn(-c2ccccc2)nc1-c1ccccc1	1	2	29	0	0.8	1	-2	1	4
Brc1ccccc1-c1nnc(CSc2nnnn2-c2ccccc2)o1	4	-1	111*	1	-0.1	-5	4	5	1
CCn1nnnc1NC(=O)c1cc(Cl)c(OC)c(Cl)c1	2	6	-27	6	0.1	2	0	1	-2
CC(C)C(=O)Nc1nc2c(c(=O)[nH]1)CCCC2	0	-5	-19	2	-0.6	11	1	6	-3
CC(NC(=O)c1ccc(N(C)C)cc1)C1CC2CCC1C2 (configuration not stated)	-3	4	12	/	-0.8	-4	-4	0	4
O=C(CN(Cc1ccccc1F)S(=O)(=O)c1ccc(Cl)cc1)NCCC1=CCCCC1	3	3	-34	11	3.4	-6	-1	0	-5
COc1cc(C(=O)Nc2cc(C)nn2-c2ccccc2)cc(OC)c1OC	19	-1	7	-3	-1.4	13	-1	2	-9
COc1cc(NC(=O)c2cccc(F)c2)cc(OC)c1OC	-2	2	1	5	-1.3	2	0	2	0
CCCCN(C(C)=O)c1c(CC)nc2ccc(C(=O)NCCOc3ccc(OC)cc3)cn12	-21	3	/	/	/	-12	0	2	9
